N370S GC mod = N370S glucocerebrosidase modulation, Gaucher chaperone candidate. N370S GC spleen homogenate, 4MU-glucoside fluorescence. Potency, µM (doses to about 59.4 µM), for inactives: at the top dose activity change, negative = inhibition, hits mostly inhibitors. actives 0.092% (n = 330,000);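 also: 0% = full enzyme activity and -100% = no enzyme basal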
FEN1 inh = inhibitors of human flap endonuclease 1. P39748. Recombinant FEN1 flap cleavage, fluorescence, 15 min. Potency, µM (top dose mostly 114 µM), for inactives: at the top dose activity change, negative = inhibition, hits mostly inhibitors. actives 0.35% (n = 390,000); also: nearly all actives have a fitted effect of over 65% in size
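Enzyme 10 nM, 15 min RT preincubation with compound; start with substrate 50 nM final; reads at 0 and 15 min; qHTS titration, four-parameter Hill fit.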
GCN5L2 inh = inhibitors of human GCN5L2 histone acetyltransferase; Q92830; GCN5L2 HAT assay, ThioGlo1 CoA-SH fluorescence; Potency, µM (highest dose often 58.9 µM), inactives show at the highest dose activity change, negative = inhibition, actives largely listed as inhibitors; actives 0.21% (n = 390,000); AID 504327
Target sequence (Q92830 whole entry, looked up): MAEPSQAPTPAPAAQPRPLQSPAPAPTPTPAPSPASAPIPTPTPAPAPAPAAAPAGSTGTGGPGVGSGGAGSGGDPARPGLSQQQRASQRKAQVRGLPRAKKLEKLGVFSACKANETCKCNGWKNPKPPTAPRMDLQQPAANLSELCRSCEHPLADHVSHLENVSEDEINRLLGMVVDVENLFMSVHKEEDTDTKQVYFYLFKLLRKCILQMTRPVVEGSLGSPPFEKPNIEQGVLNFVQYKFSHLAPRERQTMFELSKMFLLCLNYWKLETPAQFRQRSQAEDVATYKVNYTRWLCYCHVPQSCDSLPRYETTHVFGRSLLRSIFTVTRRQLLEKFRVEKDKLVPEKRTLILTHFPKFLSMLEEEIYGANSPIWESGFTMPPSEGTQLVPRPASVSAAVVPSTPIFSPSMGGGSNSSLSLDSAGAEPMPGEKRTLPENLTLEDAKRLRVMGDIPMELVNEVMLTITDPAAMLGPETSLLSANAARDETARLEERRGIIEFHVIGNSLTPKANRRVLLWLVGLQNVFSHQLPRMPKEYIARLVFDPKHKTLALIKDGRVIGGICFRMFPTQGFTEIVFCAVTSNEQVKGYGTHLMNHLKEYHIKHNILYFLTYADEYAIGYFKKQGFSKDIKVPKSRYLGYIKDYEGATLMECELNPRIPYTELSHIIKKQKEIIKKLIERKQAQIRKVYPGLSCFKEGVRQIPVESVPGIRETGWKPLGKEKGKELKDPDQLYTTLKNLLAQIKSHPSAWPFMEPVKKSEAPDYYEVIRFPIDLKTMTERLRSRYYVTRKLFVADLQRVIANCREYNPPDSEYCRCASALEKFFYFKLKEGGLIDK
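Free CoA generated was detected with ThioGlo1 (50uM) fluorescence at Ex340nm/Em540nm, read immediately and after 20 min at room temperature. Enzyme, 20 nM in HEPES pH 7.5 buffer, saw compounds 15 min before adding 75uM H3(1-25) peptide and 70uM acetyl-CoA.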
Active calls of the source: *; & = joins results of further samples. Calls follow the shape of the dose curve; as a rule, active = well fitted curve in the direction sought with a large enough effect; inconclusive = small, poorly fitted or top-dose-only effect, or another doubt; inactive = no such curve, though single readings can be large; an effect the other way counts as inactive or inconclusive. Unless noted, % is scaled to controls: 0 for no effect and ±100 for the full control effect; potency is read from the fitted curve at half-maximal effect.

How did O=C(O)c1cc(S(=O)(=O)Nc2cccc(Oc3ccccc3)c2)ccc1Br do in these assays?
N370S GC mod: inconclusive; FEN1 inh: -15%; GCN5L2 inh: -3%

How did CCOC(=O)c1sc(NC(=O)c2cc3nc(-c4ccccc4)cc(C(F)(F)F)n3n2)c(C(=O)OCC)c1C do in these assays?
FEN1 inh: -3%; GCN5L2 inh: 1%

What do the screens show for `CN1C(C(=O)Nc2cccc(O)c2)=CC(c2ccco2)=NS1(=O)=O`?
N370S GC mod: -3%; FEN1 inh: 3%&1%; GCN5L2 inh: inconclusive

What do the screens show for `CCOP(=O)(OCC)C(NC(=O)c1cccs1)c1ccccc1` (centres undefined)?
N370S GC mod: -3%; FEN1 inh: -6%; GCN5L2 inh: -2%

What do the screens show for `CCOc1ccc(S(=O)(=O)Nc2cccc(C)c2)c2cccnc12`?
N370S GC mod: -3%; FEN1 inh: 14%&13%; GCN5L2 inh: -5%&-6%

What do the screens show for `COC(=O)c1ccc(/C=N/NC(=O)c2ccc3nc[nH]c3c2)cc1`?
N370S GC mod: -5%; FEN1 inh: 5%; GCN5L2 inh: 0%

How did Cc1c(Cl)cccc1N1C(=O)c2ccccc2C1=O do in these assays?
N370S GC mod: 3%; FEN1 inh: 0%; GCN5L2 inh: -3%

How did Cc1cc(F)ccc1NCC(=O)Nc1ccc(Br)cc1C do in these assays?
N370S GC mod: 19%; FEN1 inh: -9%; GCN5L2 inh: -5%

How did C#Cc1ccc(C(=O)NCc2ccc(N3CCCC3=O)cc2)cc1 do in these assays?
N370S GC mod: 5%; FEN1 inh: -8%; GCN5L2 inh: -27%

How did O=C(NCC(c1cccs1)N1CCOCC1)c1cccc([N+](=O)[O-])c1 (centres undefined) do in these assays?
N370S GC mod: 7%; FEN1 inh: -12%; GCN5L2 inh: -10%

Results for COc1ccccc1CNC(=O)CCS(=O)(=O)c1ccc(Cl)cc1 ?
N370S GC mod: -13%; FEN1 inh: -5%; GCN5L2 inh: 0%

How did COc1ccc(C(=O)Nc2ccc(-c3nnc4n3CCCCC4)cc2)cc1OC do in these assays?
FEN1 inh: -3%; GCN5L2 inh: -5%

What do the screens show for `COc1cc(OC)c2c(-c3cccc(-c4sccc4C(C)=O)c3)cc(=O)oc2c1`?
N370S GC mod: 19%; FEN1 inh: 10%; GCN5L2 inh: -8%&-7%

What do the screens show for `COCCc1nn2c(=O)cc(COC(=O)C(c3ccccc3)c3ccccc3)nc2s1`?
FEN1 inh: -3%; GCN5L2 inh: 7%

What do the screens show for `COc1cc(Cl)c(C)cc1NC(=O)CSc1cc(-c2ccccc2)nc(C)n1`?
FEN1 inh: -2%; GCN5L2 inh: -5%

What do the screens show for `COc1ccccc1NC(=O)CSc1nc2ccccc2c(=O)n1C`?
N370S GC mod: 3%; FEN1 inh: 6%; GCN5L2 inh: -10%

Results for Cc1oc2c(cc(NS(=O)(=O)c3ccc(Cl)cc3)c3ccccc32)c1C(=O)O ?
N370S GC mod: 0%; FEN1 inh: -20%; GCN5L2 inh: -7%

Results for O=C(CN(C(=O)c1csnn1)c1cccc(Cl)c1)NC1CCCC1 ?
N370S GC mod: 0%; FEN1 inh: 0%; GCN5L2 inh: 0%

Results for CCN(CC(=O)NC(C)C)C(=O)C(CCSC)NC(=O)c1ccccc1OC (centres undefined) ?
N370S GC mod: 3%; FEN1 inh: 0%; GCN5L2 inh: -2%

What do the screens show for `CCCC(=O)Nc1ccc(Nc2ccccc2)cc1`?
N370S GC mod: 4%; FEN1 inh: -7%; GCN5L2 inh: -2%

The final four entries of the section above open the next one.
Results for Cc1oc2c(cc(NS(=O)(=O)c3ccc(Cl)cc3)c3ccccc32)c1C(=O)O ?
N370S GC mod: 0%; FEN1 inh: -20%; GCN5L2 inh: -7%

Results for O=C(CN(C(=O)c1csnn1)c1cccc(Cl)c1)NC1CCCC1 ?
N370S GC mod: 0%; FEN1 inh: 0%; GCN5L2 inh: 0%

Results for CCN(CC(=O)NC(C)C)C(=O)C(CCSC)NC(=O)c1ccccc1OC (centres undefined) ?
N370S GC mod: 3%; FEN1 inh: 0%; GCN5L2 inh: -2%

What do the screens show for `CCCC(=O)Nc1ccc(Nc2ccccc2)cc1`?
N370S GC mod: 4%; FEN1 inh: -7%; GCN5L2 inh: -2%

What do the screens show for `COc1cccc(C(C(=O)NC2CCCCC2)N(C(=O)CNC(=O)c2ccco2)c2cccnc2)c1` (centres undefined)?
N370S GC mod: -8%; FEN1 inh: 1%; GCN5L2 inh: -6%

Results for CSc1nnc(-c2ccncc2)n1/N=C/c1cn(-c2ccccc2)nc1-c1ccc(Cl)cc1 ?
N370S GC mod: 14%; FEN1 inh: -1%; GCN5L2 inh: -3%

What do the screens show for `COc1ccc(-c2nn(CC(=O)N(C)C)c(=O)c3ccccc23)cc1`?
N370S GC mod: 20%; FEN1 inh: -8%; GCN5L2 inh: 0%

Results for COc1ccc(NC(=O)/C(=C/c2ccc3c(c2)OCO3)NC(C)=O)cc1 ?
N370S GC mod: -6%; FEN1 inh: -11%; GCN5L2 inh: -3%

Results for N#CCCn1cc(C=O)c(-c2cccs2)n1 ?
N370S GC mod: 5%; FEN1 inh: 0%; GCN5L2 inh: 2%

Results for Nc1cc(C(F)(F)F)ccc1OCC1CCCO1 (centres undefined) ?
N370S GC mod: -2%; FEN1 inh: 5%; GCN5L2 inh: -6%

How did CCOc1ccc(NC(=O)C[n+]2ccccc2)cc1 do in these assays?
N370S GC mod: 12%; FEN1 inh: -2%; GCN5L2 inh: 0%

How did Cc1cccc(NC(=O)CNC(=O)Cc2ccc(S(=O)(=O)N3CCOCC3)s2)c1C do in these assays?
FEN1 inh: -2%; GCN5L2 inh: -3%

Results for Cc1cccc(C)c1NC(=O)Cn1cc(S(=O)(=O)Cc2ccc(F)cc2)c2ccccc21 ?
FEN1 inh: -21%; GCN5L2 inh: inconclusive

Results for COc1ccc(/C=C/C(=O)OCC(=O)NC2CC2)c(OC)c1 ?
FEN1 inh: 17%; GCN5L2 inh: -9%

What do the screens show for `O=C(Nc1nnc(Cc2ccccc2F)s1)Nc1ccccc1F`?
N370S GC mod: 1%; FEN1 inh: 16%; GCN5L2 inh: -2%

What do the screens show for `COc1cc(C2CC(=O)N(CC(=O)NCc3ccco3)c3ccccc3S2)cc(OC)c1OC` (centres undefined)?
N370S GC mod: 0%; FEN1 inh: -9%; GCN5L2 inh: 1%

Results for Cc1ccc(CNC(=O)CCc2c(C)c3cc4c(C)coc4cc3oc2=O)cc1 ?
FEN1 inh: -3%; GCN5L2 inh: -23%

How did CC(C)c1ccc(Nc2c(-c3ccccn3)nc3ccccn23)cc1 do in these assays?
FEN1 inh: 8%; GCN5L2 inh: -14%

What do the screens show for `Cc1ccc(NC(=O)C2CCCO2)cc1[N+](=O)[O-]` (centres undefined)?
N370S GC mod: -1%; FEN1 inh: 1%; GCN5L2 inh: -2%

How did CCN1CCN(c2ccc(S(=O)(=O)N3CCOCC3)cc2NC(=O)/C=C/c2ccc([N+](=O)[O-])cc2)CC1 do in these assays?
N370S GC mod: -3%; FEN1 inh: -6%; GCN5L2 inh: -22%

What do the screens show for `O=C(NNC(=O)c1ccccc1Br)c1cccc(Cl)c1`?
N370S GC mod: 6%; FEN1 inh: 1%; GCN5L2 inh: -3%

What do the screens show for `CCn1c2ccccc2c2nc3cc(C(=O)O)ccc3nc21`?
N370S GC mod: -5%; FEN1 inh: inconclusive; GCN5L2 inh: -13%

What do the screens show for `O=c1[nH]c(NCCO)nc2c1C1(CCCCC1)Cc1ccccc1-2`?
N370S GC mod: inconclusive; FEN1 inh: -11%; GCN5L2 inh: -10%

Results for Cc1ccc(C(=O)Nc2nc(=O)n(C(=O)C3CC3)s2)cc1 ?
N370S GC mod: 2%; FEN1 inh: 2%; GCN5L2 inh: -3%

What do the screens show for `COc1cccc(CNC(=O)c2cccc(NC(=O)C3=C(C)OCCS3)c2)c1`?
N370S GC mod: -25%; FEN1 inh: -12%; GCN5L2 inh: 0%

Results for Cc1ccc2c(c1)NC(=O)C(CC(=O)NCCCN1CCN(C3CCCCC3)CC1)O2 (centres undefined) ?
N370S GC mod: -2%; GCN5L2 inh: 1%

How did Cc1cc2cc(CNS(=O)(=O)N(C)C)ccc2[nH]1 do in these assays?
N370S GC mod: inconclusive; FEN1 inh: -16%; GCN5L2 inh: 0%

What do the screens show for `COc1ccc2c(C)cc(SCC(=O)Nc3ncc(Cl)cc3Cl)nc2c1`?
N370S GC mod: 2%; FEN1 inh: -5%; GCN5L2 inh: -10%

How did CCCNC(=O)NC(=O)CSc1cccc(C(F)(F)F)c1 do in these assays?
N370S GC mod: -5%; FEN1 inh: -8%; GCN5L2 inh: -3%

How did FC(F)(F)c1ccc2nnc(-c3c(Cl)cccc3Cl)n2c1 do in these assays?
N370S GC mod: 2%; FEN1 inh: 4%; GCN5L2 inh: -2%

How did C/C(CCc1ccccc1)=N\NC(=O)c1ccccc1 do in these assays?
N370S GC mod: 27%; FEN1 inh: -11%; GCN5L2 inh: 2%

Results for CCCCOC(=O)CCn1c(=S)oc2ccccc21 ?
N370S GC mod: 1%; FEN1 inh: 0%; GCN5L2 inh: 1%

What do the screens show for `Cc1ccc(S(=O)(=O)N2CCN(C3CC(=O)N(Cc4ccccc4)C3=O)CC2)cc1C` (centres undefined)?
N370S GC mod: 4%; FEN1 inh: -5%; GCN5L2 inh: 0%

How did COc1ccc2[nH]c(C(=O)Nc3ccc(C)c(F)c3)cc2c1 do in these assays?
N370S GC mod: 3%; FEN1 inh: -4%; GCN5L2 inh: -12%

What do the screens show for `Oc1ccc(-c2nccc(-c3ccccn3)n2)cc1`?
N370S GC mod: -8%; FEN1 inh: 6%; GCN5L2 inh: 20%

What do the screens show for `COc1cc(C(=O)Nc2nc(-c3ccc(Cl)cc3)c(C)s2)ccc1OCC(=O)Nc1ccc(F)cc1`?
N370S GC mod: -1%; FEN1 inh: 8%; GCN5L2 inh: -1%

How did Cc1cc(C(=O)COC(=O)C2=COCCO2)c(C)n1-c1ccc2c(c1)OCO2 do in these assays?
N370S GC mod: 6%; FEN1 inh: 0%; GCN5L2 inh: -3%

What do the screens show for `Cc1cccc(NC(=O)Cn2c(O)c(N=NC(=O)c3ccccc3O)c3ccccc32)c1`?
N370S GC mod: -7%; FEN1 inh: -34%; GCN5L2 inh: -24%

How did c1ccc(OCCn2cnc3ccccc32)cc1 do in these assays?
N370S GC mod: -1%; FEN1 inh: 14%; GCN5L2 inh: -29%

Results for COc1cc(C(=O)OC(C)CN2CCN(C)CC2)cc(OC)c1OC (centres undefined) ?
N370S GC mod: 5%; FEN1 inh: 2%; GCN5L2 inh: 3%

What do the screens show for `COCCCN(C(=S)NC(=O)C(C)(C)C)c1c(N)n(Cc2ccccc2)c(=O)[nH]c1=O`?
N370S GC mod: -10%; FEN1 inh: -1%; GCN5L2 inh: -16%

How did COc1ccc(Br)cc1CNC(=O)c1cc(=O)[nH]c2ccc(S(=O)(=O)N3CCCC3)cc12 do in these assays?
FEN1 inh: 1%; GCN5L2 inh: -2%

Results for Cc1nc2c(-c3ccccc3)c(C)nn2c(C)c1CCC(=O)N1CCN(c2ccc(F)cc2)CC1 ?
FEN1 inh: -15%; GCN5L2 inh: -7%

Results for Cn1c(=O)c2[nH]c(CN3CCN(Cc4ccccc4)CC3)nc2n(C)c1=O ?
N370S GC mod: 20%; FEN1 inh: 0%; GCN5L2 inh: 3%

Arranged by heavy-atom count (smallest number first): some entries from above.
How did c1ccc(OCCn2cnc3ccccc32)cc1 do in these assays?
N370S GC mod: -1%; FEN1 inh: 14%; GCN5L2 inh: -29%

Results for Cn1c(=O)c2[nH]c(CN3CCN(Cc4ccccc4)CC3)nc2n(C)c1=O ?
N370S GC mod: 20%; FEN1 inh: 0%; GCN5L2 inh: 3%

What do the screens show for `COCCCN(C(=S)NC(=O)C(C)(C)C)c1c(N)n(Cc2ccccc2)c(=O)[nH]c1=O`?
N370S GC mod: -10%; FEN1 inh: -1%; GCN5L2 inh: -16%

Next section.
Results for CCN(C(=O)CSc1nc2cc(Cl)ccc2c(=O)n1CC(C)C)C1CCS(=O)(=O)C1 (centres undefined) ?
N370S GC mod: -1%; FEN1 inh: 9%; GCN5L2 inh: 3%

How did O=C(CCc1c[nH]c2ccccc12)NCCc1ccc(O)cc1 do in these assays?
N370S GC mod: -20%; FEN1 inh: -9%; GCN5L2 inh: 7%

How did COc1ccc(C(=O)NCCn2cc(SCc3cccc(F)c3)c3ccccc32)cc1OC do in these assays?
FEN1 inh: inconclusive; GCN5L2 inh: -16%

What do the screens show for `C=C(C)Cn1c(Sc2nc3ccccc3[nH]2)nc2c1c(=O)[nH]c(=O)n2C`?
N370S GC mod: 12%; FEN1 inh: 1%; GCN5L2 inh: -1%

What do the screens show for `Cc1ccc(Nc2nc(-c3sc(NC(=O)c4cccc(Cl)c4)nc3C)cs2)cc1`?
N370S GC mod: -16%; GCN5L2 inh: 0%

How did CCOC(=O)C1C(=O)NC(N2CCCCC2)=NC1C(C)C (centres undefined) do in these assays?
N370S GC mod: 3%; FEN1 inh: -2%; GCN5L2 inh: -3%

How did CN(C1=C(NC(=O)c2ccccc2)C(=O)c2ccccc2C1=O)C1CCS(=O)(=O)C1 (centres undefined) do in these assays?
N370S GC mod: 5%; FEN1 inh: 2%; GCN5L2 inh: 1%

How did COc1ccccc1NC(=O)C(=O)NCCC1CCCCN1S(=O)(=O)c1cccs1 (centres undefined) do in these assays?
N370S GC mod: -1%; FEN1 inh: 5%; GCN5L2 inh: -10%

Source: PubChem
